Bioassay records: PubChem BioAssay, Dana-Farber Cancer Institute and Novartis Institutes for BioMedical Research (Cambridge, Mass)
OTUD3 inh: inhibitors of human OTUD3 deubiquitinase; actives 0.7% (n = 47,000); Q5T2D3; purified OTUD3, Ub-rhodamine fluorescence, 2 h; inhibition, % at 25 µM
Target sequence (Q5T2D3 whole entry, looked up): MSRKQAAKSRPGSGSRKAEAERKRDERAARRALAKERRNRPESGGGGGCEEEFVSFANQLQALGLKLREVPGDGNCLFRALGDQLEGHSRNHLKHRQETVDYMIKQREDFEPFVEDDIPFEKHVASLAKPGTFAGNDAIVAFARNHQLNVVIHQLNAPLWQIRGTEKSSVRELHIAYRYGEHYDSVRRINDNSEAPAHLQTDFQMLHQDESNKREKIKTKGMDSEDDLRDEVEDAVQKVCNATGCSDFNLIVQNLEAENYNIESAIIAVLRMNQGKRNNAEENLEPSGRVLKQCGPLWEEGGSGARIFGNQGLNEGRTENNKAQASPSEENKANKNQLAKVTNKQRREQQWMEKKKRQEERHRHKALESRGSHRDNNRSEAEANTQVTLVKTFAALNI
USP8 inh: inhibitors of human USP8 deubiquitinase | purified USP8, Ub-rhodamine cleavage fluorescence, 30 min | inhibition, % at 20 µM | actives 4.2% (n = 47,000) | AID 1645853
USP10 block: blocks human USP10 ubiquitin-rhodamine cleavage | actives 1.1% (n = 47,000) | inhibition, % at 20 µM | purified USP10, Ub-rhodamine fluorescence, 60 min
USP17 inh: human USP17-like deubiquitinase inhibition | A8MUK1 | purified USP17, Ub-rhodamine cleavage fluorescence, 3 h | inhibition, % at 50 µM | actives 6.5% (n = 47,000) | AID 1645855
Target sequence (A8MUK1 whole entry, looked up): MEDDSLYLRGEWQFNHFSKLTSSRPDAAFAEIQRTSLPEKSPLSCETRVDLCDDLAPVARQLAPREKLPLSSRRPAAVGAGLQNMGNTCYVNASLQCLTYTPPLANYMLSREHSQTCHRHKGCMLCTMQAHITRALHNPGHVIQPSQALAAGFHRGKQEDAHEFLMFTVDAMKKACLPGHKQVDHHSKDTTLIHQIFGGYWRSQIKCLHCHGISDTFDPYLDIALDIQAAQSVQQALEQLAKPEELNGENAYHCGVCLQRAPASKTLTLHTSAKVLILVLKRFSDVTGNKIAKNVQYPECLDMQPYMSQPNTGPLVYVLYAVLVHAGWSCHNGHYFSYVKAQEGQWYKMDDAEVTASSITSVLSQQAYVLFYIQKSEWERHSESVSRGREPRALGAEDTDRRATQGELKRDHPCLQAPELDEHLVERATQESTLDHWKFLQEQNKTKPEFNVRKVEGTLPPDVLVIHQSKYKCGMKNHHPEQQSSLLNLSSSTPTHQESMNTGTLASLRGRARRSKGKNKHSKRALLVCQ
USP30 block: blocks human USP30 ubiquitin-rhodamine cleavage | actives 5.3% (n = 47,000) | Q70CQ3 | purified USP30, Ub-rhodamine cleavage fluorescence | inhibition, % at 25 µM | AID 1645860
UCHL1 inh: blocks human UCHL1 ubiquitin-rhodamine cleavage; purified UCHL1, Ub-rhodamine cleavage fluorescence; P09936; actives 0.2% (n = 47,000); inhibition, % at 20 µM
USP7 block: blocks human USP7 ubiquitin-rhodamine cleavage; purified USP7, Ub-rhodamine cleavage fluorescence; actives 0.3% (n = 47,000); inhibition, % at 20 µM
USP28 inh: blocks human USP28 ubiquitin-rhodamine cleavage; purified USP28, Ub-rhodamine cleavage fluorescence, 30 min; inhibition, % at 25 µM; actives 3% (n = 47,000); AID 1645857
The depositor's hits bear a star; . = not tested or not shown. No stated cut-off is given here; in the data, active means inhibition above about 30%; inactive means the rest.

mol	OTUD3 inh	USP8 inh	USP10 block	USP17 inh	USP30 block	UCHL1 inh	USP7 block	USP28 inh
N#Cc1ccc(OCC(=O)Nc2ccccc2N2CCCCC2)cc1	6	-1	0	8	.	2	6	.
COC(=O)[C@H](Cc1ccc(O)cc1)NC(=O)c1ccc(Cl)cc1	-4	2	5	5	13	2	0	-1
CCOC(=O)c1nnc(Cc2ccc3c(c2)OCO3)o1	-3	-5	0	-4	8	2	1	-1
COc1cccc(N2CCN(c3ccc4nnc(CCC(=O)NCCc5c[nH]c6ccccc56)n4n3)CC2)c1	-12	-6	-2	17	16	-1	0	-8
CCOCC1CN(C(=O)c2ccnnc2)Cc2cnn(CC)c21 (stereo not drawn)	4	-34	1	-9	3	-2	1	-16
CNc1nc2c(c(=O)n1Cc1ccccc1)CN(C(=O)c1ccc3ccccc3c1)CC2	-12	-6	-1	-2	5	1	2	-12
CC1CCCN(C(=O)c2cc3c(=O)n4ccccc4nc3n2Cc2ccccc2)C1 (stereo not drawn)	5	6	0	7	16	3	-16	8
O=C(Nc1ccc(S(=O)(=O)N2CCCCC2)cc1)c1cc([N+](=O)[O-])ccc1N1CCOCC1	6	-37	3	1	21	4	-131	16
O=C(CSc1nncc2ccccc12)Nc1ccc2c(c1)OCO2	6	-22	2	-9	57*	5	6	10
CCc1ccc(C(=O)N2CCCn3c(CN4CCCCC4)nnc3C2)cc1	5	-65	4	-5	11	1	2	5
CC1CCN(S(=O)(=O)N2CCCC(C(=O)NCc3ccccn3)C2)CC1 (stereo not drawn)	-6	-2	-3	-9	-28	1	-1	-7
Nc1nc(-c2cc3ccccc3o2)cs1	0	0	-1	-2	0	2	-3	5
O=C(NCc1ccccc1Cl)c1csnn1	1	1	1	-30	1	-1	-13	2
CCc1ccc(NC(=O)N2CCC3(CC2)OC(C(=O)N2CCCC2)Cn2ccnc23)cc1 (stereo not drawn)	-1	-29	-4	-6	-17	-4	-3	-7
COc1ccc(-c2cc3n(C)c(C)c(CCC(=O)NCc4ccccc4F)c(=O)n3n2)cc1	-15	-158	-3	28	-56	-3	-1	-7
CC(=O)Nc1ccc(C(=O)N2CCC3(CC2)CO[C@@H]([C@@]2(C)CC[C@H](O)C(C)(C)O2)C3)cc1	8	21	-3	.	16	2	8	12
O=C(CSc1ncccc1-c1noc(C2CCC2)n1)N1CCCCC1	4	5	3	16	11	4	-5	17
c1cncc(-c2noc(COC3CCN(Cc4ccoc4)CC3)n2)c1	2	-12	1	0	5	2	6	-2
N#Cc1ccc(-c2nc3c(C#N)c(-c4ccc5c(c4)OCO5)ccn3n2)cc1	3	17	1	20	20	1	8	12
O=C(CC1C=CCC1)N1CCC(c2ccc(Nc3ccc(F)cn3)cn2)CC1 (stereo not drawn)	-17	8	-2	32*	-50	1	-89	-7
Cc1cccc(CN2CCC3(C/C=C/CNC(=O)c4ccccc4OCCNC3=O)CC2)n1	-9	-10	1	-11	9	-1	3	-12
CCCc1cc(=O)n2[nH]c(-c3ccc(C)cc3)cc2n1	-2	2	1	43*	-7	1	4	-10
Cn1cc2c3c(cccc31)CN(C(=O)CC(C)(C)C)CC2	-20	-17	-3	-21	-62	-5	-15	-23
Cc1ccccc1NC(=O)NC1CCN(c2ccc(F)cc2)C1=O (stereo not drawn)	6	13	4	10	26	2	5	7
Cc1ccc(C(=O)NCc2nc(-c3ccc(-c4nc(C)no4)cc3)no2)cc1	14	6	5	18	18	0	9	2
O=c1c2cnc3nc(-c4cccnc4)nn3c2ccn1Cc1ccco1	12	2	-2	1	7	0	-2	7
CS(=O)(=O)N(CC(=O)Oc1ccc2ccccc2c1)c1ccc(Cl)cc1	8	3	4	0	22	3	-12	12
Cc1cc2cc(CNC3CCCCC3C)c(=O)[nH]c2cc1C (stereo not drawn)	-9	-2	-3	-3	-28	-9	-3	-8
Cc1cc(C)nc(SCC(=O)N(Cc2ccco2)C2(C(=O)Nc3c(C)cccc3C)CCCCC2)n1	57*	30	16	58*	40*	2	7	27
O=C(c1ccc(Cl)cc1)N(Cc1ccc2c(c1)CCO2)C1CC1	7	7	3	7	18	-1	-3	7
COc1ccc(NC(=O)c2nnc3c(-c4ccccc4)c(C)nn3c2C)cc1	0	16	-12	14	-42	0	2	-23
Cc1cc(O)c2c(C)c(CC(=O)N3CCC[C@H]3C(=O)O)c(=O)oc2c1	12	-35	3	-2	12	0	1	10
O=C(N[C@@H]1C[C@@H](Oc2cccc(F)c2)[C@H](O)[C@H]1N1CCCC1)C1CCOCC1	15	12	2	.	-1	1	1	4
CCCN(CCC)CCCNC(=O)C1c2ccccc2C(=O)N(CC(C)C)C1c1cccs1 (stereo not drawn)	-4	-1	-2	-11	-4	-3	-11	-3
Cc1cccc(NC(=O)CCc2nnc3c(=O)n(-c4cccc(F)c4)ccn23)c1	6	38*	6	7	-1	8	7	4
Cc1cc(C)nc(-n2nc(C)cc2NC(=O)c2cc(=O)c3ccccc3o2)n1	13	7	2	21	17	5	6	12
O=c1c2cc([N+](=O)[O-])ccc2nc(CN2CCN(CCO)CC2)n1-c1ccccc1F	7	-101	-3	-4	-6	0	-78	-4
Cc1c(C(=O)c2ccccc2)c(=O)n(C)c(=O)n1C	0	-46	1	0	-23	-2	0	-4
O=S(=O)(c1cnc[nH]1)N1C[C@H]2CC[C@@H](Oc3cccnc3)[C@H]2C1	8	-4	2	9	11	2	9	9
COc1ccc(C(=O)Nc2cc(-c3ccccn3)no2)c(C)c1	0	1	0	18	0	0	-2	8
CC1(C)N=C(c2ccc(Cl)cc2)C(=O)N1	23	26	0	15	23	1	-1	14
O=C(Nc1ccc(Br)cc1)C1CCCN(S(=O)(=O)c2cccnc2)C1 (stereo not drawn)	0	0	4	-5	-2	6	-4	4
O=C(Nc1ccc(F)c(F)c1)c1cnc(N2CCOCC2)nc1	10	9	-1	7	3	0	-31	11
O=C(CN1C(=O)CCCc2cc(S(=O)(=O)N3CCCCC3)ccc21)NC1CCCC1	0	-2	-1	-8	3	-1	1	-8
Cc1ccc(C2CC(=O)c3cnc(NC(=O)C4CC4)nc3C2)cc1 (stereo not drawn)	-4	-3	3	-12	0	1	-135	1
CC(C)c1ccccc1OCC(=O)N1CCC(c2[nH]nc3nccnc23)CC1	-6	-18	1	-19	-4	-3	-9	-6
COc1cn(CC(=O)Nc2cccc(Cl)c2)c(CSc2ccccc2)cc1=O	-9	0	0	-6	-20	-3	-72	-6
Cc1cnc(-c2nccnc2C2CCCN(C(=O)c3cnc4ccccc4c3)C2)[nH]1 (stereo not drawn)	-36	15	0	7	7	2	4	4
O=[N+]([O-])c1ccc(S(=O)(=O)N2CCN(c3nc4ccccc4s3)CC2)cc1	3	0	12	-27	6	-1	9	0
Cc1cnc(C(=O)N2CCC3(CCC(C)c4ccccc43)CC2)cn1 (stereo not drawn)	6	6	-2	5	18	2	1	10
c1ccc2c(c1)N=C(c1ccc3c(c1)OCO3)CCN2	-14	78*	-7	41*	-60	-9	-9	13
COc1ccc(S(=O)(=O)c2nnn(-c3ccc(F)cc3)c2C)cc1	0	5	2	-14	-17	3	-3	-1
O=C(NCc1c(-c2ccccc2)nc2n1CCS2)c1cccnc1	14	-1	-1	3	20	3	6	8
O=C(CSc1cn[nH]n1)Nc1ccc(Cl)cc1Cl	-9	-6	-1	-7	-9	-3	-3	7
COCCN1C(=O)c2ccccc2C(C(=O)Nc2cccc(C)n2)C1c1cccs1 (stereo not drawn)	-4	-1	2	-6	7	-1	2	-8
COc1ccccc1/C=C(\C(=O)N1CCN(c2ccccc2F)CC1)c1ccccc1	19	7	7	6	19	6	14	17
Cc1cccc(C(=O)N2CCC[C@@H]2Cn2nnc(-c3cccnc3)n2)c1	8	10	-2	3	7	3	2	2
CCOC(=O)N1CCN(S(=O)(=O)c2ccc3c4c(cccc24)C(=O)N3)CC1	-8	4	-5	-6	-13	1	-1	-1
Cc1ccc(C2N=C(N3CCOCC3)Nc3nc(C)cc(=O)n32)cc1 (stereo not drawn)	-3	7	1	0	-3	0	-2	-11
Cc1cccc(CSc2nnc([C@@H]3CCCN3)o2)c1	11	1	0	-1	-6	1	.	18

A stretch of the results above, for reference:
mol	OTUD3 inh	USP8 inh	USP10 block	USP17 inh	USP30 block	UCHL1 inh	USP7 block	USP28 inh
CC(C)c1ccccc1OCC(=O)N1CCC(c2[nH]nc3nccnc23)CC1	-6	-18	1	-19	-4	-3	-9	-6
COc1cn(CC(=O)Nc2cccc(Cl)c2)c(CSc2ccccc2)cc1=O	-9	0	0	-6	-20	-3	-72	-6
Cc1cnc(-c2nccnc2C2CCCN(C(=O)c3cnc4ccccc4c3)C2)[nH]1 (stereo not drawn)	-36	15	0	7	7	2	4	4
O=[N+]([O-])c1ccc(S(=O)(=O)N2CCN(c3nc4ccccc4s3)CC2)cc1	3	0	12	-27	6	-1	9	0
Cc1cnc(C(=O)N2CCC3(CCC(C)c4ccccc43)CC2)cn1 (stereo not drawn)	6	6	-2	5	18	2	1	10
c1ccc2c(c1)N=C(c1ccc3c(c1)OCO3)CCN2	-14	78*	-7	41*	-60	-9	-9	13
COc1ccc(S(=O)(=O)c2nnn(-c3ccc(F)cc3)c2C)cc1	0	5	2	-14	-17	3	-3	-1
O=C(NCc1c(-c2ccccc2)nc2n1CCS2)c1cccnc1	14	-1	-1	3	20	3	6	8
O=C(CSc1cn[nH]n1)Nc1ccc(Cl)cc1Cl	-9	-6	-1	-7	-9	-3	-3	7
COCCN1C(=O)c2ccccc2C(C(=O)Nc2cccc(C)n2)C1c1cccs1 (stereo not drawn)	-4	-1	2	-6	7	-1	2	-8
COc1ccccc1/C=C(\C(=O)N1CCN(c2ccccc2F)CC1)c1ccccc1	19	7	7	6	19	6	14	17
Cc1cccc(C(=O)N2CCC[C@@H]2Cn2nnc(-c3cccnc3)n2)c1	8	10	-2	3	7	3	2	2
CCOC(=O)N1CCN(S(=O)(=O)c2ccc3c4c(cccc24)C(=O)N3)CC1	-8	4	-5	-6	-13	1	-1	-1
Cc1ccc(C2N=C(N3CCOCC3)Nc3nc(C)cc(=O)n32)cc1 (stereo not drawn)	-3	7	1	0	-3	0	-2	-11
Cc1cccc(CSc2nnc([C@@H]3CCCN3)o2)c1	11	1	0	-1	-6	1	.	18

Continued:
mol	OTUD3 inh	USP8 inh	USP10 block	USP17 inh	USP30 block	UCHL1 inh	USP7 block	USP28 inh
COc1ccc(-n2ccc3nc(N4CCCC4)ncc3c2=O)cc1	6	3	-3	-3	5	0	1	5
N#Cc1cccc(C(=O)N2CC[C@H]3CO[C@H](CN4CCCC4)[C@H]3C2)c1	-2	-35	0	-8	-9	-5	0	-7
Cc1cnc(C(=O)N2CC[C@@H]3[C@H]2CCCC(=O)N3Cc2ccc(F)cc2)cn1	-1	0	-1	-1	0	-5	0	-1
O=S1(=O)NC2(CCN(Cc3ccc(N4CCCC4)cc3)CC2)Nc2ccccc21	0	11	-2	5	0	2	-2	4
Cc1ccnc(NC(=O)c2ccn(COc3ccccc3Cl)n2)c1	-1	-34	3	18	32*	2	3	16

Entries listed above that bear a hit mark in USP30 block:
mol	OTUD3 inh	USP8 inh	USP10 block	USP17 inh	USP30 block	UCHL1 inh	USP7 block	USP28 inh
O=C(CSc1nncc2ccccc12)Nc1ccc2c(c1)OCO2	6	-22	2	-9	57*	5	6	10
Cc1cc(C)nc(SCC(=O)N(Cc2ccco2)C2(C(=O)Nc3c(C)cccc3C)CCCCC2)n1	57*	30	16	58*	40*	2	7	27
Cc1ccnc(NC(=O)c2ccn(COc3ccccc3Cl)n2)c1	-1	-34	3	18	32*	2	3	16
